# Bioassay records from PubChem BioAssay.
# ROMK mod: modulators of human ROMK potassium channel; P48048; Tet-inducible ROMK, thallium flux fluorescence; actives lie on both sides; B-score at 10 µM; actives 2% (n = 130,000);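 active = signal ratio slope over the read window, or its plate-corrected B-score, at least 3 SD from the plate mean, either direction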;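 note: B-score of the F/F0 ratio slope over 7 to 12 s after thallium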
# Target sequence (P48048 whole entry, looked up): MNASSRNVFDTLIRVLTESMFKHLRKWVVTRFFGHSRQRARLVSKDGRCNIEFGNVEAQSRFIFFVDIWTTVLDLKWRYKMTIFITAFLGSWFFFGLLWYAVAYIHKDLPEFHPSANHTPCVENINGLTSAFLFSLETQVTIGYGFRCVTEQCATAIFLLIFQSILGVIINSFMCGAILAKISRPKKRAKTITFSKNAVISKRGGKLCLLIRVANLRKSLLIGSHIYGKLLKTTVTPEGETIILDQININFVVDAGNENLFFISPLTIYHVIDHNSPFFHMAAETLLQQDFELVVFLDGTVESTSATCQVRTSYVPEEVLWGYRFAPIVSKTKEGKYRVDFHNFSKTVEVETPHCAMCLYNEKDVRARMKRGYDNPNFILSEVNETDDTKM
# STAT1 blocker: STAT1 signaling inhibition | NIH 3T3 STAT1-luciferase reporter, IFN-gamma, luminescence | inhibition, % at 5.5 µM | actives 0.35% (n = 200,000) | AID 920;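 active = inhibition above a set limit, the mean inhibition across all tested compounds plus 3 SD, cut at about 34% in these data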;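 note: 0% = IFN-gamma with DMSO and 100% = IFN-gamma with 300 µM nifuroxazide; values of inactives mirror those of a sister screen read the other way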
# PPARg SRC-3 ag: PPARgamma-driven SRC-3 recruitment agonism; P37231; biochemical PPARgamma/SRC-3 coactivator recruitment assay; activation, % at 8 µM; actives 0.26% (n = 200,000); in the data active = activation above about 23%;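 note: 0% = DMSO and 100% = reference agonist; some compounds past the cut are filed as inactive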
# Target sequence (P37231 whole entry, looked up): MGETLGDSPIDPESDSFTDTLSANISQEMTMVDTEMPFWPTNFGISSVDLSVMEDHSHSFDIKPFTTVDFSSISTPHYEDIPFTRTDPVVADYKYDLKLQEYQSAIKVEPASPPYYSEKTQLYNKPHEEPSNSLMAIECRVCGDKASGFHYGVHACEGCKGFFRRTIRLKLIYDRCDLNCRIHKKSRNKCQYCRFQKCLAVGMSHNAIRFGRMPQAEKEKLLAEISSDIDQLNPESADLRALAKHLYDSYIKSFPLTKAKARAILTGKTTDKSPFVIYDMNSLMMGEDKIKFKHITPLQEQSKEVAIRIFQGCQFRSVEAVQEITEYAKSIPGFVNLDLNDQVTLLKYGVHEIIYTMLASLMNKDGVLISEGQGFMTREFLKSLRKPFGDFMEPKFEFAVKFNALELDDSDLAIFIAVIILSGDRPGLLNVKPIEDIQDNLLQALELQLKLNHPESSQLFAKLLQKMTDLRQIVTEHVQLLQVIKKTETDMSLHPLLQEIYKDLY
# bIAP act: increases bovine intestinal alkaline phosphatase activity; activation factor at 20 µM; actives 0.17% (n = 200,000); purified bovine IAP, CDP-star luminescence, 30 min; active compounds read high; fold of DMSO-control signal, blank-subtracted; AID 1016;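 active = activation factor of 2 or more at 20 µM, a signal rise over negative controls twice the positive control's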
# STAT3 blocker: reduces IL-6 driven STAT3 reporter signal; U3A cells, IL-6 STAT3-luciferase reporter, luminescence; host cell line lacks STAT1; actives 0.89% (n = 190,000); inhibition, % at 5.5 µM; AID 862;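 active = inhibition above the mean inhibition across all screened compounds plus 3 SD, cut at about 44% in these data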;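 note: 0% = DMSO only wells and 100% = 100 µM nifuroxazide control wells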
# PPARg SRC-1 ag: promotes SRC-1 coactivator recruitment by human PPARgamma | AID 631 | PPARgamma-SRC-1 coactivator recruitment biochemical assay | P37231 | activation, % at 8 µM | actives 0.41% (n = 200,000); in the data active = activation above about 19%;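 note: 0% = DMSO and 100% = reference agonist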
# TR-FRET SRC-2 ct: TR-FRET artefact, counter-screen to PPARgamma/SRC-2 agonist assay; active compounds read high; TR-FRET ratio at 8 µM; actives 0.4% (n = 200,000); in the data active = TR-FRET ratio above about 2000; note: inactives centre near 1500
# PPARg SRC-2 ag: promotes SRC-2 coactivator recruitment by human PPARgamma | PPARgamma LBD-SRC-2 recruitment, biochemical | activation, % at 8 µM | actives 0.34% (n = 200,000); in the data active = activation above about 22%;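 note: 0% = vehicle and 100% = reference agonist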
# TNAP act hiacc: TNAP (human) activation, high acceptor; P05186; purified TNAP, CDP-star luminescence, 1 M DEA, 30 min; active compounds read high; 0 = EDTA background, 1 = DMSO-only activity; activation factor at 20 µM; 200,000 tested, under 10 active;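 active = activation factor at least 2 at 20 µM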
#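 Measured by: Luminescent substrate turnover signal | Test system: Human TNAP | Input: TNAP 1/800 final | Dosing: 20 µM single point | Schedule: 30 min, room temperature | Controls: EDTA wells as negative control, DMSO wells as positive control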
# bIAP inhibitor: blocks bovine intestinal alkaline phosphatase activity; 190,000 tested, under 10 active; purified bovine IAP, CDP-star luminescence, 30 min; AID 1019; inhibition, % at 20 µM;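 active = over 50% inhibition of intestinal alkaline phosphatase at 20 µM in the single-dose screen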
#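 Assay system: bovine IAP enzyme; medium: DEA buffer 100 mM, pH 9.8, with MgCl2 1.0 mM, ZnCl2 0.02 mM; doses: 20 µM single dose; incubation: enzyme reaction for 30 min at room temperature; detection: CDP-star luminescence signal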
# STAT3 act: activators of IL-6 induced STAT3 signaling. U3A cells, IL-6 STAT3-luciferase reporter, luminescence; 100% = signal with IL-6 EC80 alone. activation (% of control), % at 5.6 µM. actives 0.91% (n = 190,000);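 active = activation above the screen-wide mean of compound activation plus 3 SD, cut at about 130% in these data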;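 note: 0% = background luminescence of wells with medium and substrate only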
#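 Material: STAT3-luciferase reporter U3A cells; Probe or stimulus: IL-6 (33 ng/mL); Incubation: compound pre-incubation 1 h before IL-6, then 6 h stimulation at 37 °C; Technique: luminescence from STAT3-driven luciferase reporter; Evaluation: % activation versus median of IL-6-stimulated wells; Controls: IL-6-only high control.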
# * = called active by the depositor; x = no result given.
SMILES,ROMK mod,STAT1 blocker,PPARg SRC-3 ag,bIAP act,STAT3 blocker,PPARg SRC-1 ag,TR-FRET SRC-2 ct,PPARg SRC-2 ag,TNAP act hiacc,bIAP inhibitor,STAT3 act
CC(C)(C)c1ccc2c(c1)C(=O)c1ccccc1C2=O,x,-67.8,3.7,1,3.2,0.0,1446,-5.0,1,2.5,102.0
Cc1c(Cl)cccc1NC(=O)CC1SC(=NCC2CCCO2)NC1=O (centres undefined),x,-8.6,-1.4,0.7,2.8,5.8,1566,7.9,1,27.2,100.2
Cc1cc(-c2nc3ncccc3o2)ccc1NC(=O)CC(C)C,x,-15.1,11.8,0.9,11.0,4.4,1531,14.2,1,9.3,95.2
CCOc1ccc(C(=O)NC2CCN(C(=S)Nc3ccccc3C)CC2)cc1,-0.0183,3.1,-2.2,0.9,11.1,-3.9,1540,-1.8,1.1,5.2,95.0
Cc1cc(C)c(S(=O)(=O)NCc2ccc3c(c2)cc(C)n3C)c(C)c1,x,-0.7,11.0,0.8,6.6,10.0,2083*,-3.2,1.1,22.1,101.8
O=C1c2ccccc2C(Nc2ccc3nc(-c4cccnc4)[nH]c3c2)N1Cc1ccco1 (centres undefined),x,3.0,4.9,0.9,21.3,3.0,1431,0.1,1.1,7.1,82.8
Cc1ccccc1N1C(=O)CC(c2c[nH]c3ccccc23)C1=O (centres undefined),-0.117,7.5,-4.4,1,8.6,4.6,1716,4.3,1,2.9,99.9
CC(=O)Nc1cccc(NC(=O)Nc2cccc(Cl)c2C)c1,0.179,6.2,5.2,0.9,22.7,1.3,1549,-2.6,1.1,9.5,84.4
COc1cccc(C(=O)NCCSc2ccc(Br)cc2)c1,0.827,-4.5,-2.0,0.9,1.2,-4.3,1638,-11.2,1,5.0,100.9
O=C1CCC(C(=O)OCc2cc(Cl)ccc2OC(F)F)N1 (centres undefined),0.455,1.8,0.1,1,0.9,-0.9,1578,2.0,1,-2.9,104.7
Cc1ccccc1CSc1nnc(NC(=O)Cc2cccs2)s1,x,-25.1,-3.8,1,-2.0,13.5,1627,3.2,1,1.9,97.5
CCC(=O)N1CCN(c2ccc(NC(=O)c3ccccc3)cc2)CC1,0.56,-6.2,-4.7,1,2.4,0.1,1617,-1.9,1.1,-3.4,102.5
CCOC(=O)C1CCCN(Cc2cccs2)C1 (centres undefined),-0.00795,2.5,-8.4,1,9.2,3.5,1428,4.6,1,2.2,97.1
CCn1c(C)cc(C=C2C(=O)c3ccccc3C2=O)c1C,-0.666,-24.6,-1.8,0.9,23.4,4.8,1658,4.3,0.8,12.6,84.3
O=C(NC(=S)N1CCN(c2ccc([N+](=O)[O-])cc2Cl)CC1)c1ccco1,x,-0.1,-8.7,1,16.7,-7.6,1416,-17.7,1,-0.5,88.2
Brc1ccc(C2NCCS2)cc1 (centres undefined),x,-7.8,1.5,0.8,12.0,4.9,1450,-1.8,1,21.5,92.9
COc1ccc(NC(=S)Nc2ccccc2Cl)cn1,-0.354,10.6,2.4,0.8,25.8,3.2,1687,8.5,1,15.2,81.2
CC1CCCC(C)N1C(=O)CSc1nnnn1-c1cccc2c1CCCC2 (centres undefined),x,15.6,-4.8,1,11.6,0.0,1433,11.1,1.1,-2.4,92.0
CCOC(=O)c1nc(NCc2ccccc2)c2ccccc2n1,-0.92,6.2,-1.2,0.8,13.5,4.0,1639,-9.4,1,18.2,90.6
CCS(=O)(=O)c1nc(S(=O)(=O)c2ccc(Cl)cc2)c(NCCOC)s1,1.29,4.1,4.6,0.9,-3.0,16.1,1521,5.8,1,9.4,107.2
Cc1ccc(C(c2nnnn2C2CCCC2)N2CCN(c3nc4ccccc4s3)CC2)cc1 (centres undefined),0.0211,-0.8,2.9,x,-2.3,1.8,1462,1.9,x,x,102.8
CC(=O)c1cc(C#N)c(N(C)Cc2ccccc2)nc1C,-1.13,11.4,5.3,0.9,0.6,0.0,1733,3.8,1,10.7,108.2
N#C/C(=C\c1cn(Cc2ccccc2F)c2ccccc12)C(=O)NCc1ccco1,x,5.2,0.9,0.6,2.8,3.1,1675,0.7,0.9,35.4,97.0
COc1cccc(N(C(=O)Cn2nnc(-c3cccs3)n2)C(C(=O)NC2CCCCC2)c2ccncc2)c1 (centres undefined),x,2.1,5.8,1,-1.6,-13.0,1455,-6.6,1,0.3,102.4
Cc1cc(NC(=O)CN2CCCCC2C)no1 (centres undefined),x,-2.5,1.5,1,0.8,1.0,1585,3.6,1,4.0,103.3
O=S(=O)(c1cccc(C(F)(F)F)c1)N1CCC(O)(c2cccnc2)CC1,x,5.2,-0.6,1,6.8,5.9,1577,-3.7,1,1.6,96.3
CC(=O)N(CN1C(=O)c2ccccc2C1=O)c1cccc(C)c1,0.383,10.5,-1.9,0.9,3.4,1.0,1768,-11.5,1.1,11.6,99.3
Clc1ccc(-c2nnc(C3CCCCC3)o2)cc1,0.141,-15.8,-0.3,1.1,30.6,-3.3,1669,6.0,1.1,-5.3,78.1
CCC(C)NC(=O)CCC(=O)NNc1nc2ccccc2c2nc(C)nn12 (centres undefined),0.433,4.8,5.9,1,-6.4,-0.7,1659,14.2,1,4.2,103.0
O=C(O)c1cc([N+](=O)[O-])ccc1N1CCC(Cc2ccccc2)CC1,x,-7.1,1.3,0.9,0.8,8.0,1492,8.2,0.8,11.2,104.2

# Part of the list above in order of molar mass, falling.
SMILES,ROMK mod,STAT1 blocker,PPARg SRC-3 ag,bIAP act,STAT3 blocker,PPARg SRC-1 ag,TR-FRET SRC-2 ct,PPARg SRC-2 ag,TNAP act hiacc,bIAP inhibitor,STAT3 act
CCOc1ccc(C(=O)NC2CCN(C(=S)Nc3ccccc3C)CC2)cc1,-0.0183,3.1,-2.2,0.9,11.1,-3.9,1540,-1.8,1.1,5.2,95.0
Cc1cc(C)c(S(=O)(=O)NCc2ccc3c(c2)cc(C)n3C)c(C)c1,x,-0.7,11.0,0.8,6.6,10.0,2083*,-3.2,1.1,22.1,101.8
CC(=O)c1cc(C#N)c(N(C)Cc2ccccc2)nc1C,-1.13,11.4,5.3,0.9,0.6,0.0,1733,3.8,1,10.7,108.2

# Part of the list above, reduced to STAT3 blocker, bIAP act and PPARg SRC-1 ag.
Compound	STAT3 blocker	bIAP act	PPARg SRC-1 ag
N#C/C(=C\c1cn(Cc2ccccc2F)c2ccccc12)C(=O)NCc1ccco1	2.8	0.6	3.1
CC(=O)N(CN1C(=O)c2ccccc2C1=O)c1cccc(C)c1	3.4	0.9	1.0
Cc1ccccc1N1C(=O)CC(c2c[nH]c3ccccc23)C1=O (centres undefined)	8.6	1	4.6
CCOC(=O)c1nc(NCc2ccccc2)c2ccccc2n1	13.5	0.8	4.0
CC1CCCC(C)N1C(=O)CSc1nnnn1-c1cccc2c1CCCC2 (centres undefined)	11.6	1	0.0
CCOC(=O)C1CCCN(Cc2cccs2)C1 (centres undefined)	9.2	1	3.5
O=C(NC(=S)N1CCN(c2ccc([N+](=O)[O-])cc2Cl)CC1)c1ccco1	16.7	1	-7.6

# Continued:
SMILES,ROMK mod,STAT1 blocker,PPARg SRC-3 ag,bIAP act,STAT3 blocker,PPARg SRC-1 ag,TR-FRET SRC-2 ct,PPARg SRC-2 ag,TNAP act hiacc,bIAP inhibitor,STAT3 act
CN(c1ccccc1C(N)=O)S(=O)(=O)c1ccccc1,0.0795,3.2,7.2,1,-1.2,-0.8,1444,-4.0,0.9,-3.1,101.9
Cc1cc(Nc2ccccc2C(=O)O)nc2nc3ccccc3c(=O)n12,1.42,5.9,1.9,0.9,-0.6,-5.1,1707,0.8,1,14.4,107.0
C/C(=N/Oc1nc(C)cc(C)n1)c1ccc(F)cc1,x,-14.1,4.8,0.9,-0.8,1.3,1516,4.4,1,7.3,101.8
C=C1CSc2nc(=O)c3c(C)c(C)sc3n21,x,-3.6,8.2,0.8,5.1,6.0,1439,1.0,1,15.5,98.3
CN1CCCN(C(=O)c2cc(=O)[nH]c3ccccc23)c2nc3ccccc3nc21,x,3.2,2.8,0.9,-1.9,1.2,1579,7.7,1,5.3,105.2
Cc1cc(C)n(CCCN2C(=O)c3cccc4cccc(c34)C2=O)n1,-0.334,-2.5,2.8,1,28.1,2.6,1632,7.3,1,-1.4,81.5
CN1CCN(C2=C(Cl)C(=O)N(c3ccc(Cl)c(Cl)c3)C2=O)CC1,-0.47,9.6,15.0,1,21.5,5.2,1562,3.4,1,3.3,87.9
COc1ccc(C(=O)C2CCCN(C(=O)CCc3scnc3C)C2)c(C)c1 (centres undefined),0.481,3.2,-1.0,1.1,17.2,-4.0,1683,6.9,1,-7.7,90.0
CC(=O)C1=C(O)C(=O)N(Cc2ccccc2)C1c1ccccc1F (centres undefined),x,1.3,7.5,0.9,-7.8,6.6,1650,4.8,1.1,12.4,107.8
CC(=O)c1ccc(NC(=O)N2CCN(c3cccc(Cl)c3)CC2)cc1,-0.764,6.1,0.8,0.8,27.0,-2.6,1542,4.4,1,15.1,79.0
Cn1c(=O)cc(OCCCC(=O)NCc2cccnc2)c2ccccc21,x,-4.8,-4.0,0.9,11.6,-4.5,1515,1.4,1,9.1,91.7
Nc1cc(S(=O)(=O)N2CCCCC2)ccc1Oc1ccccc1,-0.822,7.6,3.4,0.8,3.4,3.9,1450,1.5,1,19.9,101.2
Cc1ccccc1Cn1cc(NC(=O)COc2ccccc2)cn1,x,7.2,-1.6,0.9,9.9,-1.5,1615,3.3,1,10.7,95.2
COC(=O)c1cccc(-n2[nH]nnc2=S)c1,x,1.9,-2.4,1,4.2,-7.4,1452,-5.0,1.1,-2.3,100.2
Cc1cccc(Nc2nnc(SCC(=O)NC(=O)Nc3ccc4c(c3)OCCO4)s2)c1,0.019,9.7,0.2,1.1,0.3,-3.0,1411,-2.8,1,-7.6,98.0
O=[N+]([O-])c1ccc(OCC(O)CN(C2CCCCC2)C2CCCCC2)cc1 (centres undefined),-1.02,-9.0,-2.9,0.8,-8.2,-5.7,1460,2.5,1,15.0,107.0
COc1ccc(CN2C(=O)c3c(c(C)n(C)c3C)C2C(=O)NC2CCC(C)CC2)cc1 (centres undefined),-0.106,2.9,-1.5,1.2,-0.2,-12.5,1412,-4.3,1,-17.6,111.8
CC(C)c1nc(=S)n(-c2ccccc2)[nH]1,x,4.3,-3.2,0.9,5.6,-10.1,1427,-10.9,1.1,7.6,98.8
CN(C)C(=O)COc1ncnc2scc(-c3ccc(F)cc3)c12,-0.317,-1.2,-0.9,1.1,9.6,1.9,1355,-2.5,1,-7.1,100.8
CCOC(=O)C(Oc1ccc2c(-c3ccc(OC)cc3)cc(=O)oc2c1C)c1ccccc1 (centres undefined),x,2.5,1.1,0.9,1.2,1.3,1730,5.9,1,5.9,103.2
Nc1c(C(=O)c2ccco2)oc2ccccc12,0.726,-20.5,8.9,0.9,16.7,13.9,1665,3.2,1,5.8,92.0
